Assay outcomes as filed in PubChem BioAssay.
GCN5L2 inh: GCN5L2 (KAT2A) acetyltransferase inhibition | AID 504327 | hit rate 0.21% among 390,000 | Q92830 | Potency, µM (top dose mostly 58.9 µM), without a hit: at the top dose activity change, negative = inhibition, usual class: inhibitors | GCN5L2 HAT assay, ThioGlo1 CoA-SH fluorescence
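Compounds, pin-transferred from DMSO stocks, meet 20nM GCN5L2 for 15 min before the reaction begins with H3(1-25) peptide (75uM) and acetyl-CoA (70uM). Thiol-reactive ThioGlo1 reports CoA release over 20 min at room temperature.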
N370S GC mod: N370S glucocerebrosidase modulation, Gaucher chaperone candidate; P04062; N370S GC spleen homogenate, 4MU-glucoside fluorescence; Potency, µM (highest dose often 59.4 µM), inactives show at the top dose activity change, negative = inhibition, actives largely listed as inhibitors; hit rate 0.092% among 330,000; AID 2101;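 note: 0% = full enzyme activity and -100% = no enzyme basal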
FEN1 inhibitor: inhibitors of human flap endonuclease 1; P39748; Recombinant FEN1 flap cleavage, fluorescence, 15 min; Potency, µM (top dose mostly 114 µM), for the others: at the highest dose activity change, negative = inhibition, hits mostly inhibitors; hit rate 0.35% among 390,000; note: nearly all actives have a fitted effect of over 65% in size
Target sequence (P39748 whole entry, looked up): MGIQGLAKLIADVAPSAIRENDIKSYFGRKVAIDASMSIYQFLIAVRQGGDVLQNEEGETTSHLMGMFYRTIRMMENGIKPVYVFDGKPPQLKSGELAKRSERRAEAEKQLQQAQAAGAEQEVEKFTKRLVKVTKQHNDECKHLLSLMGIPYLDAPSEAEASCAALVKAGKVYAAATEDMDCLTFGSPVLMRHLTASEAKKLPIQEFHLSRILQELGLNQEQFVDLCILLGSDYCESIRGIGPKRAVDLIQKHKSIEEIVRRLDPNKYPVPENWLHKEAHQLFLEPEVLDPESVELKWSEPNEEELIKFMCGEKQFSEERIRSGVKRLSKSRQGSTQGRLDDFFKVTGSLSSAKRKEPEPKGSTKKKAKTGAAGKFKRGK
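Reaction started by adding substrate (50 nM final) to 10 nM enzyme after 15 min room-temperature compound preincubation. Reads at 0 and 15 min, with data normalized and fitted to a four-parameter Hill equation.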
* = called active by the depositor; ? = inconclusive; / = not tested or not shown; & = joins results of further samples; [ ] = another dose, or the depositor's remark. Calls come from the whole dose curve; as a rule, active = well fitted curve in the direction sought with a large enough effect; inconclusive = small, poorly fitted or top-dose-only effect, or another doubt; inactive = no such curve, though single readings can be large; an effect the other way counts as inactive or inconclusive. Unless noted, % is set by controls: 0 for no effect and ±100 for the full control effect; potency is the fitted concentration of half-maximal effect. Compounds as they come; 0.54% or so of the library scored in one or more.

Fields – GCN5L2 inh, N370S GC mod, FEN1 inhibitor
CC(C)(C)NC(=O)N1CCN(c2ncccc2C(F)(F)F)CC1
→ -3%, -1%, 6%
CC1CCCCC1N(C)C1CCN(C(=O)CNC(=O)/C=C/c2cccc(Cl)c2)CC1 (stereo not drawn)
→ -6%, -9%, 19%
CCn1c(SCc2ccc(C)cc2)nnc1C1CCN(S(=O)(=O)c2ccc(OC)cc2)CC1
→ -4%, -5%, 1%
O=C(Nc1nnc(-c2cccnc2)o1)c1cccc(Cl)c1
→ -6%, -4%, -1%
COc1ccc(CCN(Cc2ccccn2)C(=S)Nc2cccc(SC)c2)cc1OC
→ -11%, 10%, -3%
COc1ccc(C(=O)Nc2cccc(C(=O)OCc3cc(=O)n4nc(C5CC5)sc4n3)c2)cc1
→ 29%, /, -6%
CCOC(=O)N1CCC(NC(=O)c2ccc3c(c2)sc2nc(-c4ccc(OC)cc4)cn23)CC1
→ -1%, -2%, /
CN(CC(=O)Nc1ccc(Br)cc1)Cc1ccccc1
→ -5%, -14%, -7%
COc1ccc(-c2noc(N3CCC(C(=O)Nc4ccccc4Cl)CC3)n2)cc1
→ -12%, 3%, -16%
O=C(COc1ccc(/C=N/NC(=O)c2ccccc2O)cc1)Nc1ccccc1
→ -2%, -7%, 6%
O=S(=O)(c1ccc(S(=O)(=O)N2CCCN(Cc3ccccc3)C2)cc1)N1CCCCCC1
→ 8%, -25%, 1%
CCCc1nc2c(sc3nc4c(cc32)COC(C)(C)C4)c(=O)n1CCN(C)C
→ -8%, -4%, 2%
N#Cc1c(-c2ccco2)cc(-c2cccnc2)nc1N
→ -17%, 10%, -28%
Cc1nc(SCC(=O)N2CC(=O)Nc3ccccc32)c2c(C)c(C)sc2n1
→ -1%, 7%, 9%
CCCCn1c(N)c(N(CC)C(=O)COc2ccc(C#N)cc2)c(=O)[nH]c1=O
→ 2%, /, -6%
O=C(Nc1cccc2ncccc12)c1ccc(-c2ccc(Br)cc2)o1
→ -1%, 15%, -21%
Cc1ccc(CN2CCc3c(OCC(=O)Nc4cccc(C)c4C)cccc3C2=O)cc1
→ -3%, -13%, /
C=C(C)C(=O)Nc1cccnc1Oc1ccc(F)cc1
→ -3%, 1%, 6%
Cc1nn(C)c2c1c(-c1ccccc1)cc(=O)n2Cc1ccccc1F
→ 2%, /, -2%
O=C(NCc1ccccc1)C1CCCN(C(=O)Nc2ccccc2)C1 (stereo not drawn)
→ 1%, 0%, 1%
O=C(Nc1cccnc1Cl)c1ccc(Cl)c([N+](=O)[O-])c1
→ -5%, -15%, -3%
COc1ccc(CNC(=O)CCn2ccc3cc(S(=O)(=O)N4CCCC4)ccc32)cc1
→ -9%, 8%, -13%
Cc1c(CN(C)C(=O)CSc2nc(-c3ccco3)cc(C(F)(F)F)n2)cnn1C
→ 2%, -3%[2.35 µM], -4%
CC(=O)c1cccc(S(=O)(=O)NCC(c2ccco2)N2CCCCC2)c1 (stereo not drawn)
→ 2%, 3%, -1%
COc1ccc(NC2CCCN(C(=O)CSc3ccncc3)C2)cc1 (stereo not drawn)
→ 9%, 0%, -1%
O=C(Nc1cccc(S(=O)(=O)N2CCOCC2)c1)C1=NN(c2ccccc2)C(=O)CC1
→ -1%, 2%, -11%
Clc1ccc(OCCSc2ncccn2)c(Br)c1
→ -4%, -20%, -15%
Cc1cc(C)cc(-n2c(=O)c3ccccc3n(CC(=O)NCC3CCCO3)c2=O)c1 (stereo not drawn)
→ -2%, -4%, 14%
CCc1c(C(C)O)oc2ccc3c(C)cc(=O)oc3c12 (stereo not drawn)
→ -10%, -5%, /
CCOC(=O)C1=C(O)C(=O)N(c2ccc(S(N)(=O)=O)cc2)C1c1ccc(OC)cc1OC (stereo not drawn)
→ 0%, 3%, -10%

A portion of the results above, for reference:
Fields – GCN5L2 inh, N370S GC mod, FEN1 inhibitor
CC(C)(C)NC(=O)N1CCN(c2ncccc2C(F)(F)F)CC1
→ -3%, -1%, 6%
CC1CCCCC1N(C)C1CCN(C(=O)CNC(=O)/C=C/c2cccc(Cl)c2)CC1 (stereo not drawn)
→ -6%, -9%, 19%

Next part
Fields – GCN5L2 inh, N370S GC mod, FEN1 inhibitor
COc1cccc(C2CCCCN2Cc2nc(-c3ccc(C)o3)oc2C)c1 (stereo not drawn)
→ 4%, 15%, -7%
O=C(NNc1ncc(C(F)(F)F)cc1Cl)c1ccc(Cl)c(Cl)c1
→ 0%, -3%, 2%
Cc1ccc(NC(=O)C2CCCN2C(=O)OCc2ccccc2)cc1F (stereo not drawn)
→ -16%, -4%, -24%
Cc1ccsc1C(=O)NNC(=S)NC1CCCCC1
→ -21%, 1%, -12%
CCCCN1C(=N)N([C@@H](C)CN2CCC[C@H]2CN2C(N)=NC[C@H]2C(C)C)C[C@H]1[C@H](C)CC
→ -2%, /, -6%
Cc1ccc(S(=O)(=O)N2CCC(NC(=O)OC(C)C)CC2)cc1
→ -9%, -6%, -1%
O=C(Nc1cccc(NC(=O)c2ccccc2[N+](=O)[O-])c1)c1ccccc1Cl
→ -14%, 3%, 13%
CC1CCN(c2ccc(NC(=O)c3cccnc3)cc2)CC1
→ 1%, -2%, -4%
CCN(C(=O)COC(=O)/C(=C/c1ccccc1)n1nnnc1C)C1CCCCC1
→ -3%, -4%, -10%
CCn1c(CNC(=O)C23CC4CC(CC(C4)C2)C3)nnc1SC
→ 1%, 3%, -2%
COc1ccccc1C(=O)NS(=O)(=O)c1ccc(C)cc1
→ -1%, /, -4%
CC1CC(C)CN(C(=O)c2ccc3c(c2NCCO)C(=O)c2ccccc2C3=O)C1 (stereo not drawn)
→ -6%[0.501 µM], -10%, ?
O=C(NNC(=O)C1CCN(S(=O)(=O)c2ccc(Cl)cc2)CC1)c1ccccc1
→ -5%, 9%, -1%
Cc1cc2c(C)nc3ccccc3c2o1
→ -5%, -2%, -15%
COc1ccc(-c2sc3cc4c(cc3c2C#Cc2cncn2C)OCO4)cc1
→ -3%, /, -5%
O=C(NCc1ccc(F)cc1)C1CC(=O)N(C2CCCC2)C1 (stereo not drawn)
→ 0%, /, 8%
CC1CCCN(C(=O)C2CCN(C(=O)Nc3ccccc3)CC2)C1 (stereo not drawn)
→ -2%, /, -2%
Cc1ccc(S(=O)(=O)N2CCC(C(=O)NCC3CC3)CC2)cc1
→ 1%, -3%, 2%
Cc1cc(C)c(OCCCNC2CCCC2)c(Br)c1
→ -4%, -3%, -16%
CCOC(=O)c1cnc(SCC(=O)Nc2ccc(NC(=O)CC)c(OC)c2)nc1N
→ -4%, 6%, -1%
CCOc1ccc(Nc2oc(-c3ccc(Cl)cc3)nc2C#N)cc1
→ -7%, -1%, -13%
COc1ccc(C2CC(c3ccc(Br)cc3)=NN2C(=S)Nc2ccccc2)cc1 (stereo not drawn)
→ -18%, -2%, -14%
CC(C)CN1CCC(=O)N([C@H](CSc2ccccc2)Cc2ccccc2)CC1
→ 2%, -7%, -20%&-3%
C=C1CCC(O)C/C1=C/C=C1\CCC[C@]2(C)[C@@H]([C@H](C)CCCC(C)C)CC[C@@H]12 (stereo partly drawn)
→ -13%, 3%, /
COc1ccccc1C(=O)N=C1SC2CS(=O)(=O)CC2N1c1ccccc1 (stereo not drawn)
→ -16%, 3%, -3%
CN(C)c1ccc(CNC(=O)C2CCN(c3nnc(-n4cccc4)s3)CC2)cc1
→ -9%, /, 5%
COC(=O)C1=C(C)N(Cc2ccccc2)C(=NCc2ccc3c(c2)OCO3)N[C@H]1c1ccccc1
→ 1%&-2%, -8%, 11%
C=CCN1C(=O)[C@]2(c3ccccc31)C1CCCC=C1C(C#N)=C(N)C2(C#N)C#N (stereo partly drawn)
→ 11%, 2%, 2%
CCOC(=O)C1=CC[C@H]2c3c(c4ccccc4n3C)C(=O)C1N2C
→ -1%, /, -15%
O=C(CSc1nc2sc3c(c2c(=O)n1-c1ccccc1)CCCC3)NCc1ccco1
→ 4%, 14%, 17%
COC(=O)c1ccccc1C(=O)c1ccc2c(c1)NC(=O)CO2
→ -1%, 1%, -2%
C[C@H](CO)N1C[C@H](C)[C@@H](CN(C)S(=O)(=O)c2cn(C)cn2)Oc2c(NS(=O)(=O)c3ccc(F)cc3)cccc2C1=O
→ -6%, /, -13%
CC(C(=O)N1CCCCC1)n1ncn2cccc2c1=O (stereo not drawn)
→ 3%, -2%, 8%
CCCCOC(=O)c1cccnc1
→ ?, -10%, 6%
O=C1CCC/C(=N\NC(=O)COc2ccc(Cl)cc2)C1
→ -12%, 1%, 3%
COc1ccc(-c2c(C)c3ccc(O)c(CN4CCCCC4)c3oc2=O)cc1OC
→ -28%, /, 18%
CC(C)C1=NN(C(=O)c2cccnc2)C(O)(C(F)(F)F)C1 (stereo not drawn)
→ -6%, 6%, 4%
O=C(NNC1=NCCC1)C1CC1
→ -2%, -17%, 6%
COC(=O)C(CC(C)C)NS(=O)(=O)c1ccccc1Br (stereo not drawn)
→ /, 0%, -24%
COCCNC(=O)c1cc(C)ccc1C
→ -9%, -2%, -1%
Cn1c(SCC(=O)NC2CCCCCC2)nnc1-c1ccco1
→ 8%, -3%, 0%
Cc1csc2ncc(C(=O)NCCC(c3ccccc3)c3ccccc3)c(=O)n12
→ -12%, ?, 7%
Cn1c(=O)c2c(nc(CO)n2C)n(C)c1=O
→ 4%, 1%, 0%
Cc1cnc(NC(=O)CSc2nc3ccccc3s2)s1
→ -4%, 14%, 10%
CC(=O)c1ccc(S(=O)(=O)Nc2ccc(C(=O)NCCCn3ccnc3)cc2)cc1
→ 0%, /, 23%
CCC1CCCCN1CC(=O)Nc1cc(OC)c(OC)cc1C#N (stereo not drawn)
→ -8%, -1%, 2%
S=c1nc[nH]c2c1[nH]c1ccccc12
→ -5%, -3%, 42%[activator]
CCCCS(=N)(=O)CC[C@H](N)C(=O)O (stereo partly drawn)
→ 1%, 3%, /
O=C1CCCC(O)=C1Sc1ccccc1C(=O)O
→ 2%, 8%, ?
Fc1ccccc1N1CCN(c2ncc3c(n2)CCN(Cc2cc(Br)cs2)C3)CC1
→ -5%, /, 5%
CN(C)S(=O)(=O)c1cccc(C(=O)Nc2cc(Cl)ccc2O)c1
→ 1%, -6%, -11%
COc1ccc(NC(=O)CSc2nnc(Cn3c(=O)sc4ccccc43)n2C)c(OC)c1
→ -4%, -3%, 19%
O=C(Nc1ccc(NC(=O)c2cccs2)c(Cl)c1)c1cccs1
→ -4%, -1%, -5%
Cc1ccccc1C(=O)N(Cc1nc2ccccc2c(=O)[nH]1)C1CCCC1
→ -5%, ?, -3%
CC(C)(C)OC(=O)N1CCC(c2c(C(=O)N3CCN(C(=O)c4ccco4)CC3)cnn2-c2cccc(F)c2)CC1
→ 0%, /, 3%
COc1ccc(OCCSc2nc3ccccc3n2CC(=O)N2CCOCC2)cc1
→ -4%, /, -20%
COc1ccc(Nc2nc(-c3c[nH]c4ccccc34)cs2)cc1
→ 1%, -12%, -13%
O=C(Nc1ccc(Cl)cc1)Nc1ccc(S(=O)(=O)Nc2ncccn2)cc1
→ -12%, 4%, -5%
Cc1cc(OCc2ccccc2)ccc1/C(O)=C1/C(=O)C(=O)N(Cc2cccnc2)C1c1ccncc1 (stereo not drawn)
→ -4%, -17%, 5%
Cc1ccc(S(=O)(=O)N2CCOCC2)cc1NC(=O)CSc1nnc2n1CCCCC2
→ -2%, /, -10%

Next part:
Fields – GCN5L2 inh, N370S GC mod, FEN1 inhibitor
OCc1ccccc1OCCCOc1cccc2cccnc12
→ -12%, -1%, -5%
C=C(C)Cn1cnc2cc(C)c(C)cc21
→ -12%, 2%, -9%
O=C(CCC(=O)NNC(=O)Cc1ccccc1)NCc1ccccc1
→ 1%, -5%, 10%
O=C(NCc1cccs1)c1ccc(Cn2c(SCc3ccccc3)nc3cccnc32)cc1
→ -15%, /, -4%
COC1OC(CO)C(O)C(O)C1O (stereo not drawn)
→ -7%, 2%, -11%
O=C(c1ccc(F)cc1)n1nc(-c2ccccc2)nc1NCc1ccc(F)cc1
→ -7%, /, -24%
O=C(CSc1nccn1Cc1ccc(Cl)cc1)Nc1ccc2c(c1)OCO2
→ -4%, /, -19%
Cc1ccc(-n2[nH]c(C)c(CCC#N)c2=O)cc1
→ -7%, -17%, -1%
COC(=O)c1c(-c2ccsc2)sc2ccc(-c3cc(OC)c(OC)c(OC)c3)cc12
→ -6%, /, 3%
Cc1ccccc1NC(=O)CN1C(=O)c2ccccc2C1=O
→ -5%, -1%, 20%
Clc1cc(Cl)cc(CSc2nnc(-c3sccc3-n3cccc3)o2)c1
→ -9%, 4%, -9%
CC(=O)Oc1ccc(C(=O)Nc2cccc(C(=O)c3cccc(NC(=O)c4ccc(OC(C)=O)cc4)c3)c2)cc1
→ -17%, -1%, ?

Complete entries, looked up by structure. Values in the order: GCN5L2 inh	N370S GC mod	FEN1 inhibitor
Listed for `O=C(CSc1nccn1Cc1ccc(Cl)cc1)Nc1ccc2c(c1)OCO2` = -4%	/	-19%
Listed for `C=C(C)Cn1cnc2cc(C)c(C)cc21` = -12%	2%	-9%
Listed for `O=C(c1ccc(F)cc1)n1nc(-c2ccccc2)nc1NCc1ccc(F)cc1` = -7%	/	-24%
